# ERb coact inh – blocks coactivator binding to human estrogen receptor beta; inhibition, % at 25.6 µM; 86,000 tested, 1.3% active; TR-FRET ER-beta LBD / SRC1-Cy5 peptide binding; receptor agonist-loaded with 1 µM estradiol; Q92731; AID 633;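 active = compounds whose percent inhibition of the receptor-coactivator binding signal exceeds about 50% in the single-dose screen, limit read from the data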;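 also: 0% = receptor plus peptide wells without compound and 100% = peptide-only wells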
# ERa SRC1 pot – ER-alpha (human) coactivator binding potentiation; 86,000 tested, 1.3% active; P03372; TR-FRET ERalpha-LBD/SRC-Cy5 coactivator binding, 2 h; 100 = basal binding, no effect; coactivator binding (% of control), % at 25.6 µM; AID 639; in the data active = activity above about 200%;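 also: binding measured in presence of low estradiol as agonist stimulus; 0% = peptide alone without receptor and 100% = receptor with peptide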
# HIV Rev-RRE inh – inhibitors of HIV-1 Rev-RRE RNA interaction; Rev peptide-RRE RNA binding, FRET; inhibition, % at 8 µM; P05866; 97,000 tested, 0.79% active;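 active = inhibition above the screen-wide mean plus 3 SD, cut at about 35% in these data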;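 also: 0% = median DMSO wells and 100% = median Neomycin B control wells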
# Target sequence (P05866 whole entry, looked up): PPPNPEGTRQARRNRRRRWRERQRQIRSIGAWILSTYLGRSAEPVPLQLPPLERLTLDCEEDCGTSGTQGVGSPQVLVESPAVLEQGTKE
#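 Test system: Cy5-tagged RRE RNA duplex with fluorescein-tagged Rev peptide; Probe or stimulus: labelled Rev peptide; Schedule: 5 min preincubation and 15 min binding, 25 °C; Signal: FRET fluorescence readout; Evaluation: % inhibition from 671/540 nm acceptor-to-donor ratio, scaled between controls; Control set: DMSO and neomycin B.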
# Mac1 fbg enh – enhancers of human CD11b/CD18 binding to fibrinogen; 93,000 tested, 0.07% active; AID 1499; P05107+P11215; K562 CD11b/CD18 adhesion to fibrinogen, ATPlite luminescence; activation, % at 10 µM;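 active = 10 µM primary screen giving 50% or more activity, confirmed by 40% or more on retest at that dose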; also: strong numbers were not always called active
# FAK inh – inhibitors of human focal adhesion kinase; Q05397; biochemical FAK kinase activity assay; inhibition, %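 (tested at 7 µM)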; 97,000 tested, 0.84% active; AID 727; in the data active = inhibition above about 19%;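 also: 0% = DMSO and 100% = reference compound high control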
# Plk1 PBD FP – Plk1 (human) PBD binding inhibition; P53350; Plk1 PBD phosphopeptide binding, fluorescence polarization; inhibition, %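 (tested at about 20 µM)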; 97,000 tested, 0.13% active; AID 693; in the data active = inhibition above about 34%, passing the limit was not always enough
# Target sequence (P53350 whole entry, looked up): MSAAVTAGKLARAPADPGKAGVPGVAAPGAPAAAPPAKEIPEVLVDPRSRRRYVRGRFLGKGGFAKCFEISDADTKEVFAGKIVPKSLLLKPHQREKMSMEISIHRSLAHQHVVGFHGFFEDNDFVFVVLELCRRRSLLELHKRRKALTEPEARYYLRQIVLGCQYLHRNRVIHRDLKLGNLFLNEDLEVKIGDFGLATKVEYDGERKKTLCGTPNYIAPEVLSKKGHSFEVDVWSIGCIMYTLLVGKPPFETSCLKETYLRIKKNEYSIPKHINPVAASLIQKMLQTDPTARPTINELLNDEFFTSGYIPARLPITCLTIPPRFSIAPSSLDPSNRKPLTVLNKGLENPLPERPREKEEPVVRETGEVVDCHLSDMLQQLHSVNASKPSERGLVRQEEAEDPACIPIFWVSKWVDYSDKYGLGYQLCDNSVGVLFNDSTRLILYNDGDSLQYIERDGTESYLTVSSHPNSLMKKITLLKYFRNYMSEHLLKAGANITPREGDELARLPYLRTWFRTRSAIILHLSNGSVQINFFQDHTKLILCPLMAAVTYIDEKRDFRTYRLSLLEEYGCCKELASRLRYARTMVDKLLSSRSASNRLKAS
# CD11b adhes inh – inhibitors of human CD11b/CD18 binding to fibrinogen. 93,000 tested, 0.54% active. K562 CD11b/CD18 adhesion to fibrinogen, ATPlite luminescence; Mn2+ added to activate the integrin. AID 1497. inhibition, % at 10 µM. P05107+P11215;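 active = primary inhibition of 50% or more at 10 µM, then 40% or more on retest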; also: some results filed as inactive read as strong as hits
# ERa coact inh – ER-alpha (human) coactivator binding inhibition; P03372; TR-FRET ER-alpha LBD / SRC-1 peptide, estradiol-bound; inhibition, % at 25.6 µM; 86,000 tested, 1.7% active; in the data active = inhibition above about 50%;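 also: 0% = receptor plus peptide control and 100% = peptide only without receptor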
# PLK1 inh – inhibitors of human PLK1 kinase. P53350. recombinant PLK1 kinase, TR-FRET peptide phosphorylation. inhibition, % at 10 µM. 97,000 tested, 0.53% active;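 active = inhibition of 50% or more in the single-concentration screen; inactive = inhibition below 50%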;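 also: 0% = DMSO max control and 100% = H-89 dihydrochloride min control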
# The depositor's hits bear a star; x = no result given; [ ] = remark or other dose. An unsorted share of the library; overall some 4.7% were active at least once.
ERa coact inh	PLK1 inh	Plk1 PBD FP	HIV Rev-RRE inh	Mac1 fbg enh	FAK inh	CD11b adhes inh	ERa SRC1 pot	ERb coact inh	Compound
47	-11	-7	2	-1	-1	-15	37	34	COc1cccc(NS(=O)(=O)c2ccc3[nH]cc(C(=O)N(C)Cc4ccco4)c(=O)c3c2)c1
x	-27	-2	2	x	-3	x	x	x	O=C1CCCCCC1C1(O)C(=O)Nc2ccc(Br)cc21 (stereo not drawn)
x	-9	1	23	-4	-8	44	x	x	CC(Oc1ccc(Cl)cc1)c1ccnn1S(=O)(=O)c1ccc(Cl)cc1 (stereo not drawn)
-10	-16	-17	0	5	2	-26	122	-15	C=CCOC(=O)C1C(=O)CC(C)(O)C(C(=O)OCC=C)C1c1ccc(OC)cc1 (stereo not drawn)
8	-5	-10	18	2	-1	3	104	-1	CC(C)(C)C(=O)/C=c1\[nH]c(=O)/c(=C\c2ccc(C#N)cc2)s1
-9	-4	-22	0	-1	-1	-8	149	-1	COC(=O)c1ccc(-c2nn(C)c(=O)c3ccccc23)cc1
14	4	16	-5	-3	-3	1	81	12	N=c1n(CCO)c2ccccc2n1Cc1ccccc1Cl
4	-10	29	6	x	4	x	102	1[fluorescence artefact?]	Cc1cc(NC(=O)c2ccc(S(=O)(=O)Nc3ccccc3)cc2)no1
9[fluorescence artefact?]	-4	-23	-1	1	1	-8	88[fluorescence artefact?]	9	CCCCNC(=O)Nc1ccccc1C(=O)NCc1ccco1
19	-1	11	3	-6	2	-13	88	29[fluorescence artefact?]	CCS(=O)(=O)Nc1ccc(C2=NN(S(=O)(=O)c3ccc(F)cc3)C(c3ccco3)C2)cc1 (stereo not drawn)
x	-11	-51	-2	x	-2	x	x	x	C#CCSc1nnc(-c2sc3ccccc3c2Cl)o1
-5	-7	-15	1	x	-3	x	113	-5	Cc1ccc(C(N)=S)c(C)c1
-2	-1	-22	0	-1	3	-13	128	2	NC(=O)c1cc(-c2ccccc2)nc(N2CCOCC2)n1
-2[fluorescence artefact?]	-12	-14	16	7	-3	-4	96[fluorescence artefact?]	-4	N#CC1=C(N2CCCCC2)c2cc3c(n2C1=O)CCCC3
-2	0	29	4	4	3	-19	103	-1	Cc1ccc(S(=O)(=O)C/N=C(/NC(=S)N(c2ccccc2)c2ccccc2)c2ccccc2)cc1
75*[fluorescence artefact?]	-11	19	5	x	3	x	44[fluorescence artefact?]	36[fluorescence artefact?]	Cn1c(=O)c2ncn(CC(=O)Nc3ccc4oc(-c5cccc6ccccc56)nc4c3)c2n(C)c1=O
x	-15	-12	7	1	0	11	x	x	Cc1ccc(N(CC(=O)Nc2cc(Cl)ccc2Oc2ccccc2)S(C)(=O)=O)c(C)c1
4[fluorescence artefact?]	-37	6	3	x	-3	x	163	6	Cc1ccc(-n2c(SCC(=O)NCc3ccco3)nc3sc(C)c(C)c3c2=O)cc1
x	-8	9	2	0	1	7	x	x	CCOC(=O)C1=C(C)Nc2nc(SCC)[nH]c(=O)c2C1c1ccncc1 (stereo not drawn)
-5	x	x	x	0	x	18	115	3	Cc1ccc2c(CC(=O)NCC3COc4ccccc4O3)coc2c1 (stereo not drawn)
-6	-11	-12	2	0	1	11	113	-9	CCn1c(N2CCC(C)CC2)nc2c1c(=O)n(C)c(=O)n2C
8	-13	-10	5	-4	-2	-2	103	7	CC(=O)c1ccc(NC(=O)C(C)Sc2nnnn2C)cc1 (stereo not drawn)
-7	-6	-14	0	-2	-6	-4	97	-14	NC(=O)CN1CCOCCOCCOCCOCCOCC1
1	x	x	x	5	x	-4	121	1	CCOC(=O)CC1=NC(=O)CS1
11	x	x	x	-2	x	-18	79	13	CCCN1Cc2cccc(C(=O)Nc3ccc4c(c3)OCO4)c2C1=O
0	3	24	6	3	-3	-34	116	-1	Cn1c(=O)c2c(nc(N3CCOCC3)n2C)n(C)c1=O
x	-2	-9	5	8	2	-7	x	x	C/C(CC(=O)Nc1ccc(OCc2ccccc2)cc1)=N\NC(=O)C(=O)Nc1ccc(C)c(Cl)c1
-7	-7	24	18	2	9	-19	106	-11	CSc1nc(N)nc(SCC(=O)CC(=O)OC(C)C)c1C#N
-10	-5	-14	-5	x	-5	x	92	-5	Cc1nc2nc(CCc3ccccc3)nn2c(C)c1Cl
x	-12	21	5	-3	1	6	x	x	CN(C)C(=O)COC(=O)[C@H](Cc1ccccc1)NC(=O)c1ccco1
13	-4	12	-1	-5	2	5	113	0	Cc1cc(NC(=O)CCC(=O)N(CC(=O)NC2CCCC2)c2ccc3c(c2)OCCO3)no1
-2	-9	-12	4	54*	-2	12	78[fluorescence artefact?]	8	Cc1nn(Cc2ccccc2Cl)c(C)c1C(=O)Nc1nnc(C2CC2)s1
3	-9	-18	-2	1	-2	-35	94	-5	COc1ccccc1-n1c(SCC(=O)Nc2cccc3ccccc23)nc(O)cc1=O
1	0	-13	4	-3	-5	-2	118	3	COc1ccc(CCNC(=O)c2nnc(Cc3c(F)cccc3Cl)o2)cc1OC
-6	-15	11	6	0	2	-3	103	-9	Cn1c(N2CCN(C(=O)NCc3ccccc3)CC2)nc2ccccc21
-7	21	22	3	-1	0	-9	112	-23	Nc1nnnn1/N=C/c1ccc(O)cc1
14[fluorescence artefact?]	0	-8	5	-1	13	-56	82[fluorescence artefact?]	9	CCC(=O)Nc1nc2ccc3nc(C)sc3c2s1
x	-10	-2	4	11	-1	64*	x	x	CNC(=O)COC(=O)c1ccc(-c2nc3ccccc3s2)s1
-1	-19	-16	-1	5	0	0	113	-6	COc1ccc(S(=O)(=O)N2CCCC(C(=O)N3CCN(C)CC3)C2)cc1C (stereo not drawn)
-2[fluorescence artefact?]	-8	6	3	-6	-1	-8	94	6[fluorescence artefact?]	Cc1cccc(NC(=O)C(NS(=O)(=O)c2ccc3c(c2)CCC(=O)N3)c2ccccc2)n1 (stereo not drawn)
9	-4	7	14	-2	2	38	88	-8	COc1ccc(-c2cc(-c3ccc(OC)c(OC)c3)n[nH]2)c(O)c1
x	-13	-21	6	x	2	x	x	x	CCCCn1nc2cc(C(=O)NCc3ccc(C(F)(F)F)cc3C(F)(F)F)ccc2c1OCC
0[fluorescence artefact?]	-7	6	3	12	0	-2	107[fluorescence artefact?]	-5[fluorescence artefact?]	Cc1cccc(C)c1NC(=O)C1NC(=O)CC1c1ccccc1 (stereo not drawn)
1	-8	-18	1	2	-3	-2	104	-4	COC(=O)C1=C(C(=O)c2ccc(C)cc2)C(c2ccc(OC)c(OC)c2)n2nnnc2N1 (stereo not drawn)
-1	2	-5	-1	-2	-1	-2	113	-7	COc1ccc(CCN2C(=NC(=O)CCC(=O)O)SC3CS(=O)(=O)CC32)cc1OC (stereo not drawn)
15	5	-13	8	-2	-1	-1	93	11	CCOc1ccc(CSC(=N)N)cc1[N+](=O)[O-]
x	-21	23	6	-3	1	0	x	x	CNCCCNCc1ccc(SC)cc1
0	-11	13	4	19	0	16	102	-6	Cc1cc2c(cc1C)CSC(c1c(O)ccc3ccccc13)SC2

# A draw from above in order of formula weight, rising.
ERa coact inh	PLK1 inh	Plk1 PBD FP	HIV Rev-RRE inh	Mac1 fbg enh	FAK inh	CD11b adhes inh	ERa SRC1 pot	ERb coact inh	Compound
x	-21	23	6	-3	1	0	x	x	CNCCCNCc1ccc(SC)cc1
14[fluorescence artefact?]	0	-8	5	-1	13	-56	82[fluorescence artefact?]	9	CCC(=O)Nc1nc2ccc3nc(C)sc3c2s1
0	-11	13	4	19	0	16	102	-6	Cc1cc2c(cc1C)CSC(c1c(O)ccc3ccccc13)SC2
1	-8	-18	1	2	-3	-2	104	-4	COC(=O)C1=C(C(=O)c2ccc(C)cc2)C(c2ccc(OC)c(OC)c2)n2nnnc2N1 (stereo not drawn)
-1	2	-5	-1	-2	-1	-2	113	-7	COc1ccc(CCN2C(=NC(=O)CCC(=O)O)SC3CS(=O)(=O)CC32)cc1OC (stereo not drawn)

# The list continues:
ERa coact inh	PLK1 inh	Plk1 PBD FP	HIV Rev-RRE inh	Mac1 fbg enh	FAK inh	CD11b adhes inh	ERa SRC1 pot	ERb coact inh	Compound
13[fluorescence artefact?]	-6	-11	0	1	4	-3	72[fluorescence artefact?]	15	Cn1c(CN2CCCC2)nc2cc(NC(=O)c3ccco3)ccc21
-7	-7	-32	11	3	-1	20	100	-2	CC(C)(Oc1ccc(Cl)cc1)C(=O)OCn1nnc2ccccc2c1=O
x	-13	14	16	x	0	x	x	x	CCOC(=O)c1cnn(-c2nc(-c3ccccc3F)cs2)c1C(F)(F)F
-12	-13	2	4	2	-1	-30	109	18	COC(=O)c1ccc(OC(=O)C2CC(=O)N(c3ccc(C)cc3C)C2)cc1 (stereo not drawn)
-8	-10	3	7	-4	3	0	119[fluorescence artefact?]	2	Fc1ccc(Cn2c(-c3cscn3)nc3ccccc32)c(Cl)c1
-11	-10	-9	4	-2	2	-4	109[fluorescence artefact?]	1	Clc1ccc(-c2nnc3ccccn23)cc1
x	-6	-22	10	x	-3	x	x	x	O=C(CSc1cccc2cccnc12)OCC(=O)c1ccccc1
2[fluorescence artefact?]	-11	-2	12	3	7	7	104	2[fluorescence artefact?]	Cc1cc2c(c(=O)n1Cc1ccco1)C(c1cccnc1)C(C#N)=C(N)O2 (stereo not drawn)
2[fluorescence artefact?]	-3	-10	2	-2	-2	5	94	17	Cc1cc(C)nc(NS(=O)(=O)c2ccc(NC(=O)Cn3c(=O)oc4ccccc43)cc2)n1
5[fluorescence artefact?]	8	-31	4	0	-6	8	114[fluorescence artefact?]	-1[fluorescence artefact?]	CCOc1ccc(C(=O)Nc2c3c(nn2-c2cccc(C)c2C)CS(=O)C3)cc1 (stereo not drawn)
-2[fluorescence artefact?]	-11	-22	2	0	-3	15	96	-2	O=C(NCc1ccco1)c1ccc(OCC2CCCO2)cc1 (stereo not drawn)
-2	x	x	x	-3	x	6	109	20	CCCCNC(=O)Nc1ccc(Br)cn1
66*	9	8	4	28	3	-3	152	64*	CCN1C(=O)/C(=C2/Sc3ccc(OC)cc3N2C)SC1=Nc1cccc(O)c1
-1	-13	5	5	3	2	10	144	-8	CCS(=O)(=O)NCCCc1ccccc1
-34	-5	-23	5	12	-3	-43	94	-30	CCOC(=O)Cc1csc(/C(=N/O)C(N)=O)n1
x	-1	-16	9	4	-2	-5	x	x	CC(C)CNC(=S)N1CCN(C)CC1
x	4	23	-1	x	0	x	x	x	COc1cccc(/C=N/NC(=O)C(=O)NCc2cccnc2)c1
x	-8	-7	8	-6	-5	3	x	x	N#Cc1c(-c2cccs2)cc(C2CC2)nc1SCC(N)=O
-5	1	-11	4	-3	0	6	100	3[fluorescence artefact?]	Cc1cc(NC(=O)COC(=O)c2cccc(S(=O)(=O)N3CCOCC3)c2)no1
-6	-1	-1	0	-4	3	3	112	-4	CCc1ccc(OCc2nnc(SCCN3CCOCC3)n2C)cc1
0	-6	14	-1	-2	-1	5	112	-2[fluorescence artefact?]	COc1ccc(CCNC(=O)Cc2nn(C)c(=O)c3ccccc23)cc1OC
-1[fluorescence artefact?]	-4	20	11	-3	-2	16	112[fluorescence artefact?]	-1	O=c1cc(NC2CCCCCC2)[nH]c(=O)[nH]1
1	-10	9	6	1	-1	3	105	-16	COc1ccc(/C(N)=N/OC(=O)c2ccc(C)c([N+](=O)[O-])c2)cc1OC
x	-4	9	14	-5	-3	-16	x	x	Cc1ccc(NC(=O)c2cccc3c2C(=O)N(C2CCCCC2)C3)cc1
-4	x	x	x	3	x	-6	115	-4[fluorescence artefact?]	COc1ccc(C2C(C#N)=C(N)OC3=C2C(=O)CC(C)(C)C3)c(OC)c1OC (stereo not drawn)
12	4	-1	8	x	-1	x	112	2	c1ccc2c(N3CCOCC3)nc(-c3ccncc3)nc2c1

# Compound activity as filed in PubChem BioAssay.
